From PubChem BioAssay
ER stress death = ER stress cell death inhibition; CSM14.1 thapsigargin ER stress survival, ATP luminescence; relative survival (cellular ATP), % at 15 µg/mL (by protocol); 48,000 tested, 0.33% active;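 active means survival measured by cellular ATP above 50% at 15 µg/ml in the first screen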;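 further: cell death triggered by about 15 µM thapsigargin; ATP read 24 h after thapsigargin was added; plate controls were thapsigargin with DMSO for no effect and DMSO without thapsigargin for full effect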
* hit, by the source's call; & = joins results of further samples. These rows are one share of the data; the hit share may differ from the screen's.

Start of the data: the first 20 records as a preview:
SMILES	ER stress death
CCOc1cc(C)cc2oc(=O)c3c(c12)CCCC3	7
CCC(C)N1CCN(Cc2cccc(OC)c2OC)CC1 (configuration not stated)	-1
O=Cc1cn(Cc2ccc(Cl)c(Cl)c2)c2ccccc12	2
COc1ccc(-c2ccc(C=C3C(=O)NC(=O)NC3=O)o2)c([N+](=O)[O-])c1	6
Cc1cc(Cl)ccc1OCC(=O)N1CCN(C)CC1	1
CN1CCN(c2ccccc2[N+](=O)[O-])CC1	21
CCCOC1NC(=N[N+](=O)[O-])NC1OCCC (configuration not stated)	14
Cc1cccc(C)c1N1CCN(c2c(C)cccc2C)CC1	-1
COc1ccccc1-n1c(/C=C/c2ccc(O)c(O)c2)nc2ccccc2c1=O	13
Cc1cccc(-n2c(/C=C/c3ccc(O)cc3)nc3ccccc3c2=O)c1	13
Cc1cc(C)cc(N2C(=O)NC(=O)/C(=C\C=C\c3ccccc3)C2=O)c1	-6
CCOC(=O)c1c(-n2c(C)cc(C=C3C(=O)NC(=S)NC3=O)c2C)sc2c1CCCC2	9
O=[N+]([O-])c1cccc(CNCCc2cccc(F)c2)c1	-7
CC1(C)CN1S(=O)(=O)c1ccccc1 (configuration not stated)	-1
O=C1NC(=S)N(c2ccc(F)cc2)C(=O)/C1=C/c1ccc2c(c1)OCO2	-3
O=C(NC(Oc1ccccc1Br)C(Cl)(Cl)Cl)c1ccco1 (configuration not stated)	-1
Cc1ccc(C=C2C(=O)NC(=S)N(c3ccccc3F)C2=O)s1	2
Cn1c(O)c(C(c2ccncc2)c2c(O)n(C)c(=S)n(C)c2=O)c(=O)n(C)c1=S	-2
O=C1NC(=O)C(=Cc2ccc(-c3ccc([N+](=O)[O-])cc3Cl)o2)C(=O)N1	30
Cc1cccc(-n2c(=S)[nH]c3ccccc3c2=O)c1	6

The listing, repeating the preview:
SMILES	ER stress death
CCOc1cc(C)cc2oc(=O)c3c(c12)CCCC3	7
CCC(C)N1CCN(Cc2cccc(OC)c2OC)CC1 (configuration not stated)	-1
O=Cc1cn(Cc2ccc(Cl)c(Cl)c2)c2ccccc12	2
COc1ccc(-c2ccc(C=C3C(=O)NC(=O)NC3=O)o2)c([N+](=O)[O-])c1	6
Cc1cc(Cl)ccc1OCC(=O)N1CCN(C)CC1	1
CN1CCN(c2ccccc2[N+](=O)[O-])CC1	21
CCCOC1NC(=N[N+](=O)[O-])NC1OCCC (configuration not stated)	14
Cc1cccc(C)c1N1CCN(c2c(C)cccc2C)CC1	-1
COc1ccccc1-n1c(/C=C/c2ccc(O)c(O)c2)nc2ccccc2c1=O	13
Cc1cccc(-n2c(/C=C/c3ccc(O)cc3)nc3ccccc3c2=O)c1	13
Cc1cc(C)cc(N2C(=O)NC(=O)/C(=C\C=C\c3ccccc3)C2=O)c1	-6
CCOC(=O)c1c(-n2c(C)cc(C=C3C(=O)NC(=S)NC3=O)c2C)sc2c1CCCC2	9
O=[N+]([O-])c1cccc(CNCCc2cccc(F)c2)c1	-7
CC1(C)CN1S(=O)(=O)c1ccccc1 (configuration not stated)	-1
O=C1NC(=S)N(c2ccc(F)cc2)C(=O)/C1=C/c1ccc2c(c1)OCO2	-3
O=C(NC(Oc1ccccc1Br)C(Cl)(Cl)Cl)c1ccco1 (configuration not stated)	-1
Cc1ccc(C=C2C(=O)NC(=S)N(c3ccccc3F)C2=O)s1	2
Cn1c(O)c(C(c2ccncc2)c2c(O)n(C)c(=S)n(C)c2=O)c(=O)n(C)c1=S	-2
O=C1NC(=O)C(=Cc2ccc(-c3ccc([N+](=O)[O-])cc3Cl)o2)C(=O)N1	30
Cc1cccc(-n2c(=S)[nH]c3ccccc3c2=O)c1	6
CCCCn1c(=O)c(C(=O)Nc2ccc(Br)cc2)c(O)c2ccccc21	5
CC1CCC(NCCc2ccc3c(c2)OCO3)CC1 (configuration not stated)	-4
Cc1ccccc1CN1CCN(C(=O)COc2ccc(Cl)cc2)CC1	10
O=C1NC(=S)NC(=O)C1=Cc1ccc(OCc2ccccc2)c(OCc2ccccc2)c1	3
O=C1NC(=S)N(c2ccc(F)cc2)C(=O)/C1=C/c1ccc(Br)o1	2
O=[N+]([O-])c1ccc(NCCNCCO)c2ncccc12	-2
COc1ccc(-c2nc3ccccc3c(=O)n2-c2cccnc2)cc1	-2
O=c1[nH]c2ccccc2c(=O)n1-c1ccccc1	6
c1cncc(CN2CCN(C3CC4CCC3C4)CC2)c1 (configuration not stated)	-5
CCc1c(C)sc(NC(=O)C23CC4CC(CC(C4)C2)C3)c1C(=O)OC	1
O=C(CN1C(=O)c2ccccc2C1=O)Nc1ccc(Cl)cc1C(=O)c1ccccc1	11
O=C1c2ccccc2C(=O)N1CC1CS1 (configuration not stated)	1
Cc1cc(C=C2C(=O)NC(=S)NC2=O)c(C)n1C	0
CCCCCCOC(=O)C1CN1C(C)(C)CO (configuration not stated)	0
Cc1ccccc1N1C(=O)NC(=O)/C(=C\c2cc(C)n(C)c2C)C1=O	6
Cc1ccc(C=C2C(=O)NC(=O)NC2=O)cc1[N+](=O)[O-]	0
O=C1NC(=S)N(c2cccc(Br)c2)C(=O)/C1=C/c1ccco1	3
COc1cc2c(cc1OC)CC(C)(C)[N+](C)=C2	6
COc1cc(OC)c(OC)cc1CN1CCNCC1	-5
CC1(C)C(C(=O)Nc2cccc3ccccc23)C1(C)C	-2
CCCCOc1cc(C)cc2oc(=O)c3c(c12)CCCC3	10
Cc1c(C=O)c2ccccc2n1Cc1ccc(Cl)cc1	-8
CCOc1ccc(N2C(=O)NC(=O)/C(=C/c3ccc(C)cc3)C2=O)cc1	8
O=C(Cc1ccc(Cl)cc1)N1CCN(C/C=C/c2ccccc2)CC1	-2
COc1ccc(/C=C/c2nc3ccccc3c(=O)n2-c2ccc(O)cc2)cc1	19
Cc1cc(C)c(C(=O)C(C)N)c(C)c1 (configuration not stated)	2
Cc1cccc(-n2c(/C=C\c3ccc(Cl)cc3)nc3ccccc3c2=O)c1	-12
CCOc1ccc2ccccc2c1/C=C1\C(=O)NC(=S)N(c2ccccc2)C1=O	4
Cc1cccc(-n2c(-c3cccs3)nc3ccccc3c2=O)c1	3
CCCCSc1nc2ccccc2c(=O)n1-c1ccccc1OC	2

Remaining list, next part.
SMILES	ER stress death
COc1ccc(-n2c(-c3ccccc3F)nc3ccccc3c2=O)cc1	-1
O=C1NC(=O)N(c2ccc(Br)cc2)C(=O)/C1=C/c1ccc(Oc2ccc([N+](=O)[O-])cn2)cc1	7
CC(C)OC(NC(=O)c1ccco1)C(Cl)(Cl)Cl (configuration not stated)	3
Clc1ccccc1CNCCc1ccc2c(c1)OCO2	-11
C=CCN1C(=O)/C(=C\c2cccn2-c2ccc([N+](=O)[O-])cc2)C(=O)NC1=S	19
CCOc1ccc(CNCCc2ccc(Cl)cc2)cc1	-12
COc1ccc(/C=C2\C(=O)C3CCN2CC3)c(OC)c1	3
COc1cc(C)c(CNCCc2ccccc2F)cc1C	-10
COc1cccc(C=C2C(=O)NC(=O)NC2=O)c1	1
Cc1cc(C)cc(N2C(=O)NC(=O)/C(=C\c3cc(C)n(C)c3C)C2=O)c1	2
Cc1cc(/C=C2\C(=O)NC(=S)N(c3ccccc3F)C2=O)c(C)n1C	12
Cc1c(-c2ccc(C=C3C(=O)NC(=S)NC3=O)o2)ccc([N+](=O)[O-])c1C	-23
C=CCc1cc(/C=C2/C(=O)NC(=S)N(CC=C)C2=O)cc(OC)c1O	5
Cc1ccc(S(=O)(=O)n2cc(C=C3C(=O)NC(=O)NC3=O)c3ccccc32)cc1	4
O=C(Nc1ccc(Br)cc1C(=O)c1ccccc1)c1ccc(F)cc1	9
O=C1NC(=O)C(=Cc2ccc(-c3ccc(C(=O)O)cc3)o2)C(=O)N1	0
Cc1cc(C=C2C(=O)NC(=O)NC2=O)c(C)n1-c1ccc(N(C)C)cc1	2
CN=C(C)c1c(O)n(C)c(=O)n(C)c1=O	5
CCOP(=O)(OCC)C(NC(=O)c1ccc(Cl)cc1)C(Cl)(Cl)Cl (configuration not stated)	-1
O=c1c2ccccc2nc(/C=C/c2ccc(O)cc2)n1-c1ccccc1[N+](=O)[O-]	16
O=C(N/N=C1/CN2CCC1CC2)c1cc2ccccc2cc1O	22
CC(C)Oc1c(Br)cc(Br)cc1C=C(C#N)C#N	10
COc1ccc(OC)c(N2C(=O)CC(=O)NC2=O)c1	7
O=c1c2ccccc2nc(-c2ccco2)n1-c1ccncc1	-4
O=C(COc1ccccc1)N1CCN(C2CCN(Cc3ccccc3)CC2)CC1	-1
CCN1C(=O)C(=Cc2ccc(N(CC)CC)cc2)C(=O)N(CC)C1=S	9
CC(C)c1ccc(N2C(=O)NC(=O)/C(=C/c3ccco3)C2=O)cc1	12
O=C1NC(=O)C(=Cc2ccccc2)C(=O)N1	4
N#CC(C#N)=Cc1cccc2ccccc12	-10
COc1ccccc1-n1c(/C=C\c2ccccc2[N+](=O)[O-])nc2ccccc2c1=O	16
COc1ccc(C(c2c(O)c3ccccc3oc2=O)c2c(O)c3ccccc3oc2=O)cc1COc1ccccn1	2
O=c1c2ccccc2nc(-c2ccc([N+](=O)[O-])cc2)n1-c1cccc(Cl)c1	-5
CCC1(C)CC(CCNCc2ccc(N(C)C)cc2)(c2ccc(C)cc2)CCO1 (configuration not stated)	-10
O=[N+]([O-])/C=C/c1ccccc1OCc1ccc(Cl)cc1Cl	-7
O=c1c2ccccc2nc(-c2cccs2)n1-c1ccc(Br)cc1	6
Clc1ccc(CCN(Cc2ccco2)Cc2ccco2)c(Cl)c1	-3
Cc1ccc(Sc2ccc(C=C3C(=O)N(C)C(=O)N(C)C3=O)o2)cc1	11
Cc1cc(C=C2C(=O)NC(=S)NC2=O)c(C)n1-c1ccc(F)cc1	-5
O=C(c1ccc(N2N=N2)cc1)c1ccc(N2N=N2)cc1	-2
O=[N+]([O-])N=S(c1ccccc1)c1ccccc1	-4
Cc1c(Br)c([N+](=O)[O-])nn1CC(=O)Nc1ccc(Cl)cc1C(=O)c1ccccc1	0
COc1ccccc1-n1c(=S)[nH]c2ccccc2c1=O	0
Cc1c(C=O)c2ccccc2n1Cc1ccccc1Cl	-2
O=Cc1cn(Cc2ccc(Cl)cc2Cl)c2ccccc12	-1
CN1C(=O)C(=Cc2cccn2-c2cccc([N+](=O)[O-])c2)C(=O)N(C)C1=O	5
Cn1cccc1CN1CCN(C(=O)COc2ccccc2)CC1	7
Nc1ccc(Br)cc1C(=O)c1ccc(F)cc1	0
O=S(=O)(c1cc(Cl)c(O)c(Cl)c1)c1cc(Cl)c(O)c(Cl)c1	8&5
COc1ccc(C2c3c(c4ccccc4oc3=O)Oc3c2c(=O)oc2ccccc32)cc1	4
Cc1ccc(-n2c(=O)[nH]c3ccccc3c2=O)cc1	3

The list goes on:
SMILES	ER stress death
Cc1cc(N2CCNCC2)c2ccccc2n1	-4
Cc1ccc(-n2c(SCCN3CCOCC3)nc3ccccc3c2=O)cc1	7
O=C(N1CCN(c2ccccn2)CC1)C(O)(c1ccccc1)c1ccccc1	-2
C=CCN1C(=O)NC(=O)/C(=C/c2ccc(-c3ccc(C(=O)OCC)cc3)o2)C1=O	10
Cn1c(O)c(C=NC2CC(C)(C)NC(C)(C)C2)c(=O)n(C)c1=O	8
CC1CN(c2ccc(C(F)(F)F)cc2[N+](=O)[O-])CCN1 (configuration not stated)	-6
CCc1ccc(CN2CCN(C(=O)COc3ccc(Cl)cc3)CC2)cc1	0
CC/C(=C\c1cc(Br)c(O)c(OC)c1)[N+](=O)[O-]	-6
CC(=O)c1cc(F)c(N2CCN(C)CC2)cc1C	6
Cc1ccc(-n2c(C)cc(/C=C3/C(=O)NC(=O)N(C)C3=O)c2C)cc1	6
O=[N+]([O-])c1ccc(CNCCc2ccc(F)cc2)cc1	-6
COc1ccc(N2C(=O)NC(=O)/C(=C/c3ccc(SC)cc3)C2=O)cc1	10
CC/C(=C\C=C\C1C=CC2CCCC2C1C(=O)c1ccc[nH]1)C1OC(C(C)C(=O)O)CCC1C (configuration not stated)	2
CCOc1ccc(-n2c(-c3ccc(OC)cc3)nc3ccccc3c2=O)cc1	0
CC(C)N1CCN(Cc2cc(Br)ccc2O)CC1	-5
CC1=[N+]([O-])C(C(=O)c2ccccc2)N(O)C1(C)C (configuration not stated)	2
CCC(C)N1CCN(C(=O)COc2ccc(Cl)cc2)CC1 (configuration not stated)	7
O=c1c2ccccc2nc(/C=C/c2cccc([N+](=O)[O-])c2)n1-c1ccccc1O	-3
Cc1ccc(-c2nc3ccccc3c(=O)n2-c2nccs2)cc1	10
Cn1cccc1CNCCc1ccc2c(c1)OCO2	-9
O=c1oc2ccccc2c(O)c1C(c1cccc(F)c1)c1c(O)c2ccccc2oc1=O	0
COc1ccc(-n2c(/C=C/c3c[nH]c4ccccc34)nc3ccccc3c2=O)cc1	9
O=[N+]([O-])c1ccc(N2CCCC2)c2ncccc12	10
COc1ccc(CCNCc2ccccc2[N+](=O)[O-])cc1OC	1
CC1CN(c2ccc([N+](=O)[O-])cc2)CCN1 (configuration not stated)	1
Clc1ccc(CNCCc2ccc3c(c2)OCO3)cc1	-11
CC(Cc1ccccc1)NC(=O)CN1CCCC1=O (configuration not stated)	-2
O=Cc1cn(Cc2ccccc2Cl)c2ccccc12	6
O=C(CNC(=O)c1ccccc1Cl)Nc1ccc(Br)cc1C(=O)c1ccccc1	0
CCC(CC)N1CCN(Cc2ccc(OC)c(OC)c2OC)CC1	1
O=C(Nc1cccc2ccccc12)NC1CN2CCC1CC2 (configuration not stated)	-6
O=C1NC(=O)N(c2ccc(Cl)cc2)C(=O)/C1=C/c1ccccc1	14
Cc1cc(C=C2C(=O)NC(=O)NC2=O)c(C)n1C1CCCCC1	-1
O=P(Oc1ccccc1)(Oc1ccccc1)OC1CCS(=O)(=O)C1 (configuration not stated)	7
O=C1CC(=O)N(c2ccc(Br)cc2)C(=S)N1	4
Cc1cc(C=C2C(=O)NC(=O)NC2=O)c(C)n1-c1ccc(Br)cc1	4
CN1C(=O)NC(=O)/C(=C/c2ccc(I)o2)C1=O	0
COc1ccccc1CN1CCN(Cc2ccccc2F)CC1	-1
O=c1c2ccccc2nc(-c2cccs2)n1-c1ccccn1	-3
COc1cccc(CN(CCc2ccc3c(c2)OCO3)Cc2cccc(OC)c2)c1	-2
O=C1NC(=O)C(=Cc2ccc(-c3cc([N+](=O)[O-])ccc3O)o2)C(=O)N1	3
CCNc1ccc(Br)cc1C(=O)c1ccccc1	7
